Rab9 promoter act: qHTS Assay for Rab9 Promoter Activators; Huh7 Rab9 promoter-luciferase reporter, luminescence, 24 h; Potency, µM (highest dose often 9.22 µM), for inactives: at the highest dose activation, negative = inhibition, actives largely listed as activators; 320,000 compounds, 2.8% hits; note: potency is the fitted concentration of half-maximal effect; % of control where 0% means no effect; nearly all actives have a fitted effect of over 60% in size
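Measured in stably transfected Huh7 cells bearing a Rab9 promoter–luciferase construct: 24 h compound treatment at 37 °C, followed by luminescence detection.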
MBNL1-CUG inh: qHTS Assay for Inhibitors of MBNL1-poly(CUG) RNA binding. Muscleblind-like protein 1 (Homo sapiens), Q9NR56. AID 2675, 2010. TR-FRET MBNL1-His/biotin-(CUG)12 binding, 665/545 ratio. Potency, µM (highest dose often 57.5 µM), inactives show at the top dose activity change, negative = inhibition, hits mostly inhibitors. 280,000 compounds, 0.036% hits; active = well fitted inhibition curve with a large enough effect in the signal ratio, with a control signal flat, not every such curve was filed as active; inconclusive = small, poorly fitted or top-dose-only effect, or effect the other way, or a change in a side signal; inactive = no such curve, though single readings can be large or run the other way; the % refers to the signal ratio; note: potency is the fitted concentration of half-maximal effect; % is set by controls: 0 for no effect and ±100 for the full control effect
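Inhibition of protein-RNA binding appears as loss of TR-FRET between terbium anti-His antibody on MBNL1-His and streptavidin-XL665 on biotin-(CUG)12. Activity is normalized to buffer-only and uninhibited-complex controls.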
NPC1 promoter act: qHTS Assay for NPC1 Promoter Activators | Huh7 NPC1 promoter luciferase reporter, 24 h | Potency, µM (doses to about 9.22 µM), without a hit: top-dose activation, hits mostly activators | 320,000 compounds, 2.4% hits | AID 485313, 2010;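 note: potency is the fitted concentration of half-maximal effect; % of control where 0% means no effect; nearly all actives have a fitted effect of over 60% in size; reporter is driven by a mutant NPC1 promoter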
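Stably transfected Huh7 (NPC1 promoter→luciferase), 1500 cells/well in Opti-MEM + 10% FBS, 2 h settle, then compound 24 h at 37 °C. Luminescence after 10 min with Amplite reagent.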
FLuc modulator: qHTS profiling assay for firefly luciferase inhibitor/activator using purifed enzyme and Km concentrations of substrates (counterscreen for miR-21 project); purified FLuc, Km substrates, luminescence inhibition; Potency, µM (top dose mostly 57.5 µM), inactives show at the top dose activity change, negative = inhibition, actives largely listed as inhibitors; 360,000 compounds, 6.9% hits; AID 588342, 2011;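 note: potency is the fitted concentration of half-maximal effect; plate controls were vehicle for no effect and reference inhibitor for full effect; nearly all actives have a fitted effect of over 55% in size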
Target sequence (P08659 whole entry, looked up): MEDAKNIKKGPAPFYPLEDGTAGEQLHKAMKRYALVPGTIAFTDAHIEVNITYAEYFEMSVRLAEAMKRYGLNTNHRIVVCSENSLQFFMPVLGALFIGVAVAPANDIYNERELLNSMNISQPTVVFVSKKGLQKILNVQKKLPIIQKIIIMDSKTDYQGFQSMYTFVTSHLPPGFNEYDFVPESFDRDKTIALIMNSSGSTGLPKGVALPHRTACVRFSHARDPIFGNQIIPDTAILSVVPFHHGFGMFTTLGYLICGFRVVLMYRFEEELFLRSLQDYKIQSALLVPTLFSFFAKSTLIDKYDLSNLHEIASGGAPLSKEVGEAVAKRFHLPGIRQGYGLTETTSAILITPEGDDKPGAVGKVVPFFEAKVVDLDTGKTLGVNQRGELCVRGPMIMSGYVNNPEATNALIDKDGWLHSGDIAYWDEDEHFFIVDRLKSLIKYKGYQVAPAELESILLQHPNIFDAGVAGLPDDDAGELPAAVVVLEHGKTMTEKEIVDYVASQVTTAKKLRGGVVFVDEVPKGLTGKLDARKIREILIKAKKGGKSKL
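Purified P. pyralis luciferase, 10 nM final, with Km-level 10 uM D-luciferin and 10 uM ATP in 50 mM Tris acetate pH 7.5, 10 mM Mg acetate, 0.01% Tween-20, 0.05% BSA; 6-point qHTS titration about 60 µM downward; luminescence read.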
Mito fusion yeast: qHTS Assay for Small Molecule Inhibitors of Mitochondrial Division or Activators of Mitochondrial Fusion; S. cerevisiae fusion-defective mutant growth rescue, CellTiterGlo 48 h; 320,000 compounds, 0.23% hits; AID 485298, 2010; Potency, µM (doses to about 46.1 µM), for inactives: at the highest dose growth rescue (activation), most hits filed as activators;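 note: potency is the fitted concentration of half-maximal effect; % of control where 0% means no effect; nearly all actives have a fitted effect of over 45% in size; temperature-sensitive fusion mutants such as fzo1-1 at 37 °C on non-fermentable ethanol glycerol medium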
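Read-out: ATP-based luminescence (CellTiterGlo, 10 min ambient) reporting growth of fusion-defective ts yeast after 48 hours at 37C on glycerol/ethanol YPEG medium in the presence of compound.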
PKM2 activator: qHTS Assay for Activators of Human Muscle isoform 2 Pyruvate Kinase; Pyruvate kinase PKM (Homo sapiens), P14618; purified PKM2, Kinase-Glo ATP luminescence, activation; response scale: 0% is enzyme alone, no compound; Potency, µM (titrated, usually from 57.5 µM), inactives show top-dose activation, hits mostly activators; 260,000 compounds, 0.34% hits; AID 1631, 2009; note: potency is the fitted concentration of half-maximal effect; % is set by controls: 0 for no effect and ±100 for the full control effect; nearly all actives have a fitted effect of over 55% in size
Target sequence (P14618 whole entry, looked up, canonical isoform): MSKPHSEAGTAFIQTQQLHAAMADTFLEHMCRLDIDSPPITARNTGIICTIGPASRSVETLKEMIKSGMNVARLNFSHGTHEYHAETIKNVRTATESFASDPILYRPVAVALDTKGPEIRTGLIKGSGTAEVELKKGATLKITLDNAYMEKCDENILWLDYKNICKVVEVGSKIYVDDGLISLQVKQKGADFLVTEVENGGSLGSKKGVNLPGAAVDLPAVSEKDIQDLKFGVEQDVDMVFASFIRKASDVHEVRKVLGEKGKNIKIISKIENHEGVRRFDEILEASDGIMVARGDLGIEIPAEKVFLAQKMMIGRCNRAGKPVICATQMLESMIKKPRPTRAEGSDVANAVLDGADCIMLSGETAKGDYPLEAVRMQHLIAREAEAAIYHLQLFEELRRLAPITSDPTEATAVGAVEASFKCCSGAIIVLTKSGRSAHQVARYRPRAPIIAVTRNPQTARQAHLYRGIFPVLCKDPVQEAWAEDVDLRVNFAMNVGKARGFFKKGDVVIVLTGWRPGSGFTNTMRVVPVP
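Purified hPK-M2 (>95%) run at intermediate activity with 0.1 mM ADP and 0.5 mM PEP in 50 mM imidazole pH 7.2, KCl, MgCl2; 1 h room temperature. ATP formed read by Kinase-Glo luminescence; normalized to uninhibited and no-enzyme controls.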
VP16 counter: VP16 counterscreen qHTS for inhibitors of ROR gamma transcriptional activity | Drosophila S2 Gal4-VP16 UAS-luciferase, luminescence, 20 h | Potency, µM (top dose mostly 53.6 µM), for the others: top-dose activity, negative = inhibition, most hits filed as inhibitors | 310,000 compounds, 3.5% hits | AID 2546, 2010;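 note: Gal4-VP16 expression switched on by copper sulfate through the metallothionein promoter; potency is the fitted concentration of half-maximal effect; % is set by controls: 0 for no effect and ±100 for the full control effect; nearly all actives have a fitted effect of over 50% in size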
Menin MLL FP TR: qHTS Assay for Inhibitors Targeting the Menin-MLL Interaction in MLL Related Leukemias: Competition With Texas Red Labeled MLL-derived Mutant Peptide; Menin + Texas Red MLL mutant peptide, fluorescence polarization; Potency, µM (top dose mostly 61.6 µM), without a hit: at the top dose FP activity change, negative = inhibition, actives largely listed as inhibitors; 270,000 compounds, 0.23% hits; active = well fitted inhibition curve with a large enough effect in the polarisation, with a control signal flat, not every such curve was filed as active; inconclusive = small, poorly fitted or top-dose-only effect, or effect the other way, or a change in a side signal; inactive = no such curve, though single readings can be large or run the other way; the % refers to the polarisation; note: potency is the fitted concentration of half-maximal effect; % of control where 0% means no effect; many of its hits are not listed in these tables
ELG1 DNA repair: qHTS screen for small molecules that inhibit ELG1-dependent DNA repair in human embryonic kidney (HEK293T) cells expressing luciferase-tagged ELG1; HEK293T ELG1-luciferase reporter, luminescence, 16 h; DNA damage induced by 5-fluorouridine; Potency, µM (highest dose often 46.1 µM), inactives show top-dose activity change, negative = inhibition, most hits filed as inhibitors; 330,000 compounds, 2.3% hits; AID 504467, 2011; note: potency is the fitted concentration of half-maximal effect; % is set by controls: 0 for no effect and ±100 for the full control effect; nearly all actives have a fitted effect of over 55% in size
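HEK293T cells expressing luciferase-tagged ELG1 (2,000/well) received 5-Fluorouridine plus compound or DMSO for 16 hr at 37 °C. Luciferase was read by ONE-Glo luminescence after 30 min at room temperature.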
KCNH2 3.1 inh: qHTS for Inhibitors of KCHN2 3.1: Mutant qHTS; Potassium voltage-gated channel subfamily H member 2, brain isoform KCNH2 3.1 (human); U2OS KCNH2 3.1, thallium flux FluxOr; active compounds read low; activity change, % (tested at about 1.8 µM); 340,000 compounds, 0.95% hits;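 active = maximum activity change below -70%; inconclusive = maximum activity change from -70% to -50%; inactive = maximum activity change above -50%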;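 note: thallium influx rate constant from kinetic fluorescence after stimulation buffer; % is set by controls: 0 for no effect and ±100 for the full control effect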
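Thallium flux read-out: FluxOr dye with Red40 quencher in HBSS/HEPES, 45 min at RT. Rate constants from kinetic reads were normalized to positive and negative DMSO controls. Cells: U2OS virally expressing the 3.1 isoform.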
RORgamma inh: qHTS for inhibitors of ROR gamma transcriptional activity | Nuclear receptor ROR-gamma (Mus musculus), P51450 | AID 2551, 2010 | Potency, µM (doses to about 53.6 µM), without a hit: at the highest dose activity change, negative = inhibition, most hits filed as inhibitors | 310,000 compounds, 5.4% hits | Drosophila S2 Gal4-RORgamma UAS-luciferase reporter, 20 h; note: potency is the fitted concentration of half-maximal effect; % is set by controls: 0 for no effect and ±100 for the full control effect; nearly all actives have a fitted effect of over 60% in size
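Stable Schneider cell line, Gal4 DNA-binding domain fused to ROR gamma, UAS-luciferase. Cmpd 1 hr RT → CuSO4 700 uM final → 20 hr RT → luciferase reagent 10 min → luminescence.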
The depositor's hits bear a star; ? = inconclusive; . = not tested or not shown; & = joins results of further samples; [ ] = dose if it differs, or a comment. Unless noted, calls come from the whole dose curve; as a rule, active = well fitted curve in the direction sought with a large enough effect; inconclusive = small, poorly fitted or top-dose-only effect, or another doubt; inactive = no such curve, though single readings can be large; an effect the other way counts as inactive or inconclusive. These rows are one share of the data; rates above refer to the full screens.

Results follow in this order: Rab9 promoter act	MBNL1-CUG inh	NPC1 promoter act	FLuc modulator	Mito fusion yeast	PKM2 activator	VP16 counter	Menin MLL FP TR	ELG1 DNA repair	KCNH2 3.1 inh	RORgamma inh
> CCn1c2ccccc2c2cc(/C=N/NC(=O)c3ccccc3)ccc21
→ -3%	62%[activator]	-5%	-15%	3%	-2%	?	25µM*	?	-1	8.9µM*
> CN(C)C(=O)c1cnc(-c2ccccc2)nc1-c1ccccc1
→ -4%	5%	2%	-8%	18%	.	0%	12%	12%	8	4%
> CC1(C)C(c2ccccn2)=[N+]([O-])C(C)(C)N1O
→ ?	-1%	0%	0%	0%	-2%	6%	7%	-5%	1	3%
> C=CCN1C(c2cccc(C(F)(F)F)c2)=CS/C1=C(/C#N)c1nnc(N2CCOCC2)n1-c1ccccc1
→ -14%	?	-6%	1%	-13%	6%	-16%	?	?	-34	?
> COc1ccc(C(=O)N2CCN(CCc3ccccc3)CC2)cc1[N+](=O)[O-]
→ 3%	20%	0%	4%	2%	0%	-4%	.	-2%	.	4%
> NC(CO)c1cn([C@@H](CCC(=O)O)C(=O)N2CCNCC2)nn1 (stereo not given in full)
→ 2%	-11%	0%	-1%	-1%	1%	3%	-7%	9%	.	9%
> COc1ccc(C(=O)NNC(=O)CNC(=O)C2CCCCC2)cc1
→ -2%	-6%	-4%	4%	-4%	-1%	-7%	-4%	11%	4	-7%
> CCCNC(=O)c1cc(S(=O)(=O)N2CCCCC2)c[nH]1
→ -4%	0%	-2%	0%	-1%	?	-8%	3%	4%	1	-28%
> COc1cccc(/C=N/Nc2ccc(Cl)nn2)c1
→ ?	0%	?	?	-39%[inhibitor]	.	-15%	-21%	?	-7	-8%
> C(=N\N=C\c1ccncc1)/c1ccncc1
→ -5%	.	-3%	-8%	-2%	.	.	.	6%	5	.
> CCOC(=O)c1ccccc1NC(=O)c1ccc2nccnc2c1
→ 1%	22%	-4%	-3%	7%	1%	5%	?	0%	14	32%
> COc1cc(/C=C2/SC(=O)N(Cc3ccccc3Cl)C2=O)ccc1OCc1ccncc1
→ 1%	-5%	-4%	-2%	0%	11%	-1%	6%	-15%	5	29%
> COc1ccc(-n2c(C)nc3cc(C(=O)O)ccc32)cc1
→ -1%	1%	1%	-1%	5%	-2%	1%	.	7%	7	16%
> CC(=O)c1ccc(NC(=O)Cn2c3ccccc3c3nc(=O)cc(C)n32)cc1
→ 2%	6%	0%	0%	2%	0%	2%	.	16%	3	-38%
> CCCCn1c(N)c(N(CCOC)C(=O)CSc2nnc(C)n2-c2ccc(OC)cc2)c(=O)[nH]c1=O
→ 0%	.	0%	4%	0%	.	.	.	8%	1	.
> O=C(Cn1nc(C(=O)O)c2ccccc2c1=O)Nc1ccc2c(c1)C(=O)c1ccccc1C2=O
→ ?	.	?	-29%	-6%	-7%	9%	.	?	.	1%
> Cc1ccc(-n2ncc3c(NCCCOC(C)C)ncnc32)c(C)c1
→ 1%	?	0%	-1%	1%	1%	7%	10%	-28%	5	25%
> CCn1cc(C(=O)NCc2ccco2)c(=O)c2cc(S(=O)(=O)N3CCc4ccccc4C3)ccc21
→ 4%	41%[activator]	0%	-4%	1%	0%	-15%	34%[activator]	10µM*	13	28%
> O=S(=O)(NCc1ccco1)c1ccccc1Br
→ -3%	4%	-2%	0%	-1%	5%	8%&-8%	-1%	-1%	5	18%&-9%
> COCC(=O)N(c1ccccc1)C(C)C(=O)OC (stereo not given)
→ -6%	-8%	-1%	0%	5%	-4%	-10%	-8%	7%	-10	-21%
> COc1ccc(-c2n[nH]c(=S)n2/N=C/C=C\c2ccccc2OC)cc1
→ 12%	-12%	0%	-3%	-22%	-7%	?	4%	?	-6	3.5µM*
> O=C(CCSc1ccc(Cl)cc1)NN=C1CCCCCC1
→ -2%	-8%	-5%	3%	11%	5%	10%	39%[activator]	-15%	-8	-37%
> CC(=O)Nc1ccc2nc(C3CCCCC3)[nH]c2c1
→ 7%	-25%	-3%	-17%	0%	0%	-12%	10%	-10%	-3	3%
> CCOc1ccc(NC(=O)CN(C)C(=O)C2CCCO2)cc1OCC (stereo not given)
→ 0%	.	1%	5%	0%	.	.	.	-3%	22	.
> COc1ccc(CCNC(=O)c2c(O)c3ccccc3n(C)c2=O)cc1
→ 3%	6%	1%	-12%	-3%	-3%	.	27%	-19%	13	.
> O=C(CCN1CCCCC1c1cccnc1)NCc1ccccc1 (stereo not given)
→ -8%	-10%	-3%	3%	-3%	2%	13%	-3%	8%	-5	-8%
> Cc1ccccc1NC(=O)Cc1nnc(SCC(=O)NC2=NCCS2)n1C
→ -3%	-2%	-5%	6%	0%	.	-7%	9%	9%	-7	4%
> COc1ccc(C2N=C(c3ccccc3)NO2)cc1OC (stereo not given)
→ 20%	4%	20%	11µM*	1%	0%	-2%	4%	?	2	-26%
> Cc1cccc2sc(NNC(=O)c3ccc(S(=O)(=O)N4CCCC(C)C4)cc3)nc12 (stereo not given)
→ -23%	22%	-8%	-6%	-10%	-17%	3.2µM*	?	?	-10	3.5µM*
> Cc1n[nH]c(C)c1C(=O)CC1(O)C(=O)N(CCc2ccccc2)c2ccc(Br)cc21 (stereo not given)
→ -5%	-2%	-3%	?	-2%	1%	-9%	-14%	-3%	-21	1%
> CCN(CC)C(=O)COc1ccc(/C(C)=N/NC(=O)c2ccccc2Br)cc1
→ 0%	-11%	-2%	-16%	1%	1%	25%	4%	9%	2	15%
> C#CCNC(=O)C1=C[C@H](c2csc3ccccc23)[C@@H](CCCO)[C@H](OCC)O1
→ -3%	1%	-4%	0%	5%	5%	10%	-7%	-3%	.	-7%
> Cc1cc(NC(=O)CCC(=O)N(CCC(C)C)CC(=O)NCC2CCCO2)no1 (stereo not given)
→ -6%	0%	-6%	3%	-2%	-2%	2%	1%	1%	6	-2%
> O=C(Oc1ccccc1)c1ccc(-n2cnnn2)cc1
→ 4%	13%	1%	0%	-1%	0%	-13%	-11%	-4%	33	-12%
> CCn1c(C)nnc1SCC(=O)NC1CCCC1
→ -6%	-6%	0%	2%	-2%	3%	2%	-2%	18%	-8	-15%
> Cc1ccc2c(c1C)OC(=O)CC2(C)C
→ -2%	-3%	2%	1%	-3%	5%	2%	1%	0%	-11	-28%
> COc1ccccc1OCC(=O)NCCCn1ccnc1
→ 1%	-8%	3%	-3%	17%	?	1%	-19%	13%	10	14%
> CCN(CC)C(=O)CN(c1cccc([N+](=O)[O-])c1)S(=O)(=O)c1ccccc1
→ -13%	18%	0%	0%	1%	5%	13%	0%	1%	-7	8%
> Cc1ccc(C(=O)N2CCN(S(=O)(=O)N3CCOCC3)CC2)cc1
→ -5%	-5%	-1%	-1%	2%	-5%	-19%	0%	8%	7	-23%
> CCOc1ccccc1-c1n[nH]c(=S)o1
→ -4%	37%[activator]	-2%	-18%	2%	0%	1%	0%	9%	3	-20%
> COc1ccc2nc(N3CCCC(C(=O)NCCCN4CCN(C)CC4)C3)sc2c1 (stereo not given)
→ 16%	-4%	0%	17µM*	-3%	-7%	-10%	-6%	?	6	21%
> CC(=O)Nc1ccc(NC(=O)C(C)OC(=O)C(C)SCC(=O)Nc2ccc(C)cc2)cc1 (stereo not given)
→ 14%	.	0%	?	3%	.	.	.	?	-6	.

Screening data: PubChem BioAssay, National Center for Advancing Translational Sciences (NCATS)
